CaV13 ICDI inh = Disruptors of the CACNA1D IQ motif to Ca2+-dependent inactivation inhibitor domain association, primary screening, Förster resonance energy transfer in intact living …; HEK cells, CFP/YFP FRET ICDI-IQ, plate reader, 10 min; percent FRET-ratio fall versus neutral wells; inhibition, % at 12.3 µM; 340,000 compounds, 0.098% hits;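 active means mean replicate inhibition of at least 30% and at least 1% of replicates passing that level; inconclusive means only one of the two criteria is met; inactive means neither criterion is met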;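 further: 0% = median of the neutral control wells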
Cardio protect = cardioprotection against H2O2-induced cell death, primary screen, uHTS, H9c2 cells, ATPLite luminescence. 360,000 compounds, 0.63% hits. protection from H2O2 cell death, % at 20 µM. H9c2 cardiomyocytes, H2O2 injury protection, 2 h. AID 588492, 2011;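 active means compounds giving at least 50% protection of heart cells from peroxide-induced death in the single-dose screen, raw or plate-pattern-corrected value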;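 further: 0% = DMSO wells with peroxide and 100% = DMSO wells without peroxide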
MC4R antag cAMP = MC4R antagonists of cAMP signaling, primary screen, cell-based, TR-FRET, antagonist arm of biased-ligand search; Melanocortin receptor 4 (Homo sapiens), P32245; AID 540295, 2011; 360,000 compounds, 0.48% hits; inhibition, % at 6.5 µM; MC4R-expressing cells, MTII-stimulated cAMP, LANCE TR-FRET;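 active means inhibition above its plate's cutoff, the mean of tested wells on that plate plus 3 SD, cut at about 29% in these data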;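 further: 0% = Melanotan II alone and 100% = Melanotan II plus saturating MCL0020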
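Material – human MC4R-expressing U2OS cells · Repeats – no replicates · Detection – TR-FRET with Eu-cAMP and labeled anti-cAMP, 671 nm · Times – compound 30 min, challenge 1 h, detection 1 h · Compound – single nominal compound dose of 6.5 µM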
ABCB6 inh 2 = ABCB6 transporter inhibitors, primary screen, K562-ABCB6 cells, flow cytometry, MLPCN library; K562-ABCB6 porphyrin accumulation, 1 h; active compounds read low; fluorescence ratio to DMSO, % at 10 µM; 360,000 compounds, 0.19% hits;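 active means fluorescence ratio to DMSO below 75%, the collection mean minus 3 SD; inconclusive means too few cells collected in the well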;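 further: signal is porphyrin accumulated inside mitochondria; 100% equals median channel fluorescence of DMSO control wells; lower ratio means ABCB6 inhibition with less porphyrin fluorescence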
Target sequence (Q9NP58 whole entry, looked up): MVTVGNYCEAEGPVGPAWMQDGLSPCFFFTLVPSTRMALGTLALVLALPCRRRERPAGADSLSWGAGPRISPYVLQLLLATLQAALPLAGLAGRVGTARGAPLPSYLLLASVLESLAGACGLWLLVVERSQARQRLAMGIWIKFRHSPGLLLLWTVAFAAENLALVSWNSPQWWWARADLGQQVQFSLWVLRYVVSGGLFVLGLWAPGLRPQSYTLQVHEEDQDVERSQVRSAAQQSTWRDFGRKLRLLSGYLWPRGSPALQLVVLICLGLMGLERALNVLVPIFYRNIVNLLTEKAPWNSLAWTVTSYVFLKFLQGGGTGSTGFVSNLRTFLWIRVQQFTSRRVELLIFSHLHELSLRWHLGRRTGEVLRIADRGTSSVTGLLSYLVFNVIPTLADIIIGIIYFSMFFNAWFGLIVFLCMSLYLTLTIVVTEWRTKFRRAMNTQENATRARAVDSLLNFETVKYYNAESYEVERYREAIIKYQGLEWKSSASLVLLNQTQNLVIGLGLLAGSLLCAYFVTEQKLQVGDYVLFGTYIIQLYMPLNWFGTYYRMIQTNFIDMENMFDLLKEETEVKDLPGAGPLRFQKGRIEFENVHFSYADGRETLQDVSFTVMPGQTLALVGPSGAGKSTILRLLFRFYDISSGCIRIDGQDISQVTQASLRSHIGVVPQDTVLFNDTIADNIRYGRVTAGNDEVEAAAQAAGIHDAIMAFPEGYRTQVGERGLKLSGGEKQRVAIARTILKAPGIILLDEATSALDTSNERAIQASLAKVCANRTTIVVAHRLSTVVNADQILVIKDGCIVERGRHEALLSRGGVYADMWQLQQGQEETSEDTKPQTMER
HTR2A ag = mouse Htr2a agonists via beta-arrestin recruitment, primary screen, cell-based, luminescence. 5-hydroxytryptamine receptor 2A (Mus musculus), P35363. CHO-K1 mHTR2A beta-arrestin complementation; percent of 30 µM serotonin response. AID 624169, 2012. activation, % at 7.6 µM. 360,000 compounds, 0.66% hits;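 active means activation above a run cutoff, the mean activation of all tested compounds plus 3 SD, cut at about 14% in these data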;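 further: 0% = plate median of compound wells and 100% = 30 µM serotonin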
ABHD5 PLIN5 PPI = ABHD5-PLIN5 interaction inhibitors, primary screen, cell lysate, split luciferase complementation, luminescence. Perilipin-5 (Homo sapiens) + 1-acylglycerol-3-phosphate O-acyltransferase ABHD5 (Homo …. Split G. princeps luciferase complementation, 4 h. inhibition, % at 4 µM. 360,000 compounds, 0.78% hits. AID 602281, 2012;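 active means inhibition above the mean inhibition across every tested compound plus 3 SD, cut at about 22% in these data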;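 further: 0% = DMSO only wells and the 100% control is not disclosed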
Exocytosis inh = LAMP-1 surface exposure blockers, TALL-104 cells – cell-based, flow cytometry, MLPCN library, primary screen | TALL-104 LAMP-1 surface exposure; cells stimulated with thapsigargin and PMA | inhibition, % at 10 µM | 360,000 compounds, 0.66% hits | AID 651702, 2012;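 active means inhibition above about 55%, limit read from the data; inconclusive means no clear call, values can overlap the other calls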
Glyco luc inh = increase of ERlucT glycosylation luciferase signal, primary screen, N-linked glycosylation inhibitor project, D54 ERlucT cells, luminescence, set 2 | D54 ERlucT glycosylation luciferase reporter, 24 h; percent of 100 nM tunicamycin response | reporter increase, % at 12.5 µM | 360,000 compounds, 0.23% hits;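 active means mean luciferase reporter signal, scaled so untreated is 0 and the glycosylation-blocking control 100, at or above a set limit in every replicate; inconclusive means mean reaches the limit but not every replicate does; inactive means mean below the limit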;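 further: luciferase carries N-glycosylation sites so blocking glycosylation raises the light; 0% = median of neutral control wells and 100% = median of 100 nM tunicamycin wells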
MC4R barr agon = MC4R agonists recruiting beta-arrestin, primary screen, cell-based, luminescence, agonist arm of biased-ligand search; U2OS MC4R beta-arrestin complementation; percent of melanotan II response, DMSO zero; activation, % at 8.9 µM; 360,000 compounds, 0.98% hits; AID 540308, 2011;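 active means activation above a per-plate cutoff, the mean activation of sample wells on that plate plus 3 SD, cut at about 8% in these data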
PDI inh = inhibitors of human PDI, primary screen, biochemical, turbidity, single point, plate reader; 350,000 compounds, 0.052% hits; inhibition, % at 10 µM; AID 588391, 2011; PDI insulin aggregation turbidity, A650, 90 min; Protein disulfide-isomerase (Homo sapiens), P07237;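 active means mean inhibition across replicates of 30% or more, whatever share of single replicates reach that level; inconclusive means mean inhibition below 30% while every single replicate reaches 30%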;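 further: absorbance from insulin aggregation driven by PDI reduction with DTT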
An asterisk follows results filed as active; ? = inconclusive; . = no result given.

SMILES	CaV13 ICDI inh	Cardio protect	MC4R antag cAMP	ABCB6 inh 2	HTR2A ag	ABHD5 PLIN5 PPI	Exocytosis inh	Glyco luc inh	MC4R barr agon	PDI inh
CCCCN(CC)C(=O)Cn1nc(Cc2ccncc2)c2ccccc2c1=O	-18	-3	1	96	0	10	4	-1	0.8	-1
O=C(O)CCC(=O)Nc1cccc(C(=O)c2ccccc2)c1	-7	-1	4	86	-3	-4	-3	0	-0.5	-2
O=C(NCc1ccccc1)c1ccc(/C=N/O)nc1	-6	-4	4	94	-2	-3	-8	2	-2.4	2
O=C(Cc1ccc2c(c1)OCCO2)Nc1cc(Cl)ccc1N1CCOCC1	-7	0	8	95	2	6	-4	-3	0.2	0
CC1CN=C2C(C(=O)Nc3ccccc3)=C(O)CC(c3ccccc3)N21 (centres undefined)	-4	-2	3	101	1	-5	-1	5	1.9	-4
COc1ccccc1-c1cnc(C(O)c2ccc(CN3CCCC3)cc2)[nH]1 (centres undefined)	-4	12	-1	92	-4	2	-10	-3	-1.0	1
NC(=O)N/N=C/c1cccc(C(F)(F)F)c1	-4	1	3	97	0	-10	0	2	-0.8	4
CN1CCN(C(CNS(=O)(=O)c2cccs2)c2cccnc2)CC1 (centres undefined)	-6	9	6	101	3	1	-3	-1	-0.4	.
CSCCC(NC(=O)c1ccccc1Br)C(=O)Nc1ccc(C)cc1 (centres undefined)	-18	2	15	101	5	0	10	-4	-2.1	-13
C=CCn1c(SCC(=O)NCC)nnc1-c1cc2c(s1)CCC(CC)C2 (centres undefined)	-4	-2	6	96	-1	-5	0	-3	-1.5	0
COc1ccc(Cc2nnc(NC(=O)Cn3cnc4c3c(=O)n(C)c(=O)n4C)s2)cc1OC	-5	4	2	99	0	2	0	1	-1.4	0
COc1ccc(Cc2c(C3CCCCC3)nc3c(Cl)cc(C(F)(F)F)cn23)c(C)c1	-5	.	.	110	12	18	-4	.	.	.
CCn1cc(C(=O)NC2CCCCCC2)c(=O)c2cc(S(=O)(=O)N3CCCCC3)ccc21	-7	6	5	101	-2	0	8	1	-1.6	.
O=C(NCCN1CCOCC1)c1ccc([N+](=O)[O-])cc1[N+](=O)[O-]	.	5	10	83	-1	-2	-1	1	-0.3	-3
O=C(/C=C/c1ccc(Br)cc1)NC1CCCCCC1	-4	-5	5	101	-1	2	-1	2	2.0	-11
CN(C(=O)c1ccco1)c1nc(-c2ccc(Cl)cc2)cs1	-18	-1	22	103	2	-5	0	0	1.8	-3
O=C(Cn1cc2c(n1)CCCC2)N1CCOCC1	-2	0	9	103	9	6	5	-1	-1.3	.
COc1cc(C2C(C#N)=C(N)Oc3cc(O)ccc32)cc(OC)c1OC (centres undefined)	5	14	-15	104	7	-3	-3	46*	0.9	?
CCN(CC)C(=O)CSc1nnc(-c2ccc(S(=O)(=O)NCc3ccccc3Cl)cc2)o1	-11	-4	6	107	-2	-4	-2	-7	2.3	11
CCOC(=O)/C=C1\CN(C(C)c2ccccc2)S(=O)(=O)c2ccccc21 (centres undefined)	-13	-10	-2	96	-9	59*	2	-4	-2.7	2
Cc1cccc(C(=O)c2cn[nH]c2-c2ccccc2O)c1	-21	3	4	96	-5	-5	-5	0	-2.2	-1
COc1ccccc1NS(=O)(=O)c1cccc(C(=O)NCC(c2cccs2)N2CCOCC2)c1 (centres undefined)	-2	20	11	97	-2	1	0	2	-1.0	-4
CCOc1ccc(NC(=S)NNC(=S)Nc2cccc(C(F)(F)F)c2)cc1	3	-8	-1	96	-5	-19	-9	1	0.8	5
COc1ccc(-c2cn(CCc3c[nH]c4ccccc34)nn2)cc1	-10	-3	2	95	2	-10	3	1	0.5	8
COc1cccc(S(=O)(=O)Nc2ccc(C(=O)Nc3ccncc3)cc2)c1	-2	5	11	93	-1	1	2	1	-2.8	16

Some entries already given, showing only ABHD5 PLIN5 PPI, ABCB6 inh 2 and CaV13 ICDI inh:
canonical_smiles | ABHD5 PLIN5 PPI | ABCB6 inh 2 | CaV13 ICDI inh
COc1ccc(Cc2c(C3CCCCC3)nc3c(Cl)cc(C(F)(F)F)cn23)c(C)c1 | 18 | 110 | -5
CCn1cc(C(=O)NC2CCCCCC2)c(=O)c2cc(S(=O)(=O)N3CCCCC3)ccc21 | 0 | 101 | -7
O=C(NCCN1CCOCC1)c1ccc([N+](=O)[O-])cc1[N+](=O)[O-] | -2 | 83 | .
O=C(/C=C/c1ccc(Br)cc1)NC1CCCCCC1 | 2 | 101 | -4
CN(C(=O)c1ccco1)c1nc(-c2ccc(Cl)cc2)cs1 | -5 | 103 | -18
O=C(Cn1cc2c(n1)CCCC2)N1CCOCC1 | 6 | 103 | -2
COc1cc(C2C(C#N)=C(N)Oc3cc(O)ccc32)cc(OC)c1OC (centres undefined) | -3 | 104 | 5

(more compounds)
SMILES	CaV13 ICDI inh	Cardio protect	MC4R antag cAMP	ABCB6 inh 2	HTR2A ag	ABHD5 PLIN5 PPI	Exocytosis inh	Glyco luc inh	MC4R barr agon	PDI inh
Cc1ccc(NC(=O)COC(=O)c2ccc(CN3CCCC3=O)cc2)c(Cl)c1	-3	-8	7	94	11	1	-1	2	2.1	-3
Cn1cnnc1SCC(=O)c1ccco1	-8	10	-6	101	7	-1	1	-3	1.1	2
COc1ccc(Cl)cc1NC(=O)CSc1nnc(CNC(=O)c2cccs2)o1	-3	-5	1	91	-1	4	14	0	-1.8	4
CCc1ccccc1NC(=S)N(CCN(C)C)C(C)c1ccccn1 (centres undefined)	-9	4	1	98	5	-1	0	1	0.5	-1
CCc1ccccc1NC(=O)NNC(=O)CCc1ccc(OC)cc1	-6	0	3	102	1	4	2	-1	-0.9	-3
CCOC(=O)/C(C#N)=C1/SC(CCO)C(=O)N1c1ccccc1 (centres undefined)	.	2	0	94	2	-3	-3	1	-1.9	-7
O=C1OC(CCl)CN1Cc1ccc([N+](=O)[O-])cc1 (centres undefined)	-2	-4	-4	98	-2	-1	0	3	-2.1	-7
Cc1ccc(/C=C2\NC(=S)NC2=O)cc1[N+](=O)[O-]	1	-1	-3	97	0	2	-2	2	-3.7	6
S=c1[nH]nc(-c2ccco2)n1/N=C/c1cccc(Cl)c1Cl	-14	0	6	97	5	3	2	-1	-2.1	-4
COCCN(Cc1ccccc1)C(=O)c1cccc(S(=O)(=O)N2CCN(c3ccc(F)cc3)CC2)c1	-6	-8	10	97	-3	-10	-1	-2	-2.7	1
CCc1nc(SCC(=O)NCCc2ccc(OC)c(OC)c2)c2c(=O)n(C)c(=O)n(C)c2n1	-6	23	5	101	2	3	1	-1	-0.6	.
COc1ccc2cc(C#N)c(SCC(=O)NNC(=O)Cc3ccccc3)nc2c1	-3	3	20	96	-1	-6	3	3	-3.4	-6
O=C(NCc1cnc2ccccn12)C1CCC(=O)N(Cc2cccc(F)c2)C1 (centres undefined)	.	10	-2	102	-5	-3	0	0	-3.0	-4
NC(=O)NCCCC(=O)OCC(=O)c1ccc2ccccc2c1	2	0	20	102	-6	-2	-2	1	-0.7	-1
COc1cccc2cc(C(=O)NCc3ccco3)c(=O)oc12	-2	10	8	91	-4	0	7	0	-2.4	-7
CC1(C)CC(O)C(C(O)c2cccc([N+](=O)[O-])c2)C(C)(C)N1 (centres undefined)	-3	2	-4	99	0	5	-1	1	-0.8	4
COC(=O)/N=C/c1c(NCc2ccccc2)nc2c(C)cccn2c1=O	-6	-2	6	102	3	1	0	-1	-2.6	0
COCCCNCCOCCOc1ccc(Cl)cc1C(C)(C)C	-4	-6	3	103	-7	20	18	-4	5.7	-2
CCN(CC)S(=O)(=O)c1ccc(NC(=O)c2ccc(N3CCCC3=O)cc2)cc1	-6	-3	8	94	-2	2	-4	1	0.2	16
O=C(NNC(=S)Nc1ccc(C(=O)O)c(O)c1)c1ccncc1	-5	-4	2	106	5	-5	18	-6	0.3	12
Cc1ccc(C)n1-c1ccsc1C(=O)CC#N	1	2	-2	88	2	0	5	2	-2.5	-9
COc1ccc(NS(=O)(=O)c2cccc(C(=O)NCc3ccccn3)c2)cc1	-6	-4	9	97	12	8	-5	-2	-4.0	4
O=C(CSc1ccc(-c2ccncc2)nn1)N1CCCC1	-2	2	3	96	9	-1	-13	-1	-1.5	8
CC(C)CN1C(=O)CSCC1(C)C(=O)NCc1ccccc1 (centres undefined)	-9	.	.	.	3	-4	-9	.	.	.
CC1CCCCC12NC(=O)N(CC(=O)N1CCc3ccccc3C1)C2=O (centres undefined)	-5	-5	5	112	10	1	7	1	0.8	1
Cc1ccc(NC(=O)C2CCC(CNC(=O)[C@@H]3Cc4ccccc4CN3)CC2)c(C)c1 (some centres undefined)	-2	1	-4	105	1	10	-10	0	-0.9	6
COC(=O)c1cccc(N2C(=O)C3CC=CCC3C2=O)c1 (centres undefined)	-5	5	11	95	1	4	0	2	-1.5	1

Looked up by structure from the list above:
SMILES	CaV13 ICDI inh	Cardio protect	MC4R antag cAMP	ABCB6 inh 2	HTR2A ag	ABHD5 PLIN5 PPI	Exocytosis inh	Glyco luc inh	MC4R barr agon	PDI inh
O=C(NCc1cnc2ccccn12)C1CCC(=O)N(Cc2cccc(F)c2)C1 (centres undefined)	.	10	-2	102	-5	-3	0	0	-3.0	-4
CCOC(=O)/C(C#N)=C1/SC(CCO)C(=O)N1c1ccccc1 (centres undefined)	.	2	0	94	2	-3	-3	1	-1.9	-7

Entries of single compounds, looked up by structure. Values in the order: CaV13 ICDI inh | Cardio protect | MC4R antag cAMP | ABCB6 inh 2 | HTR2A ag | ABHD5 PLIN5 PPI | Exocytosis inh | Glyco luc inh | MC4R barr agon | PDI inh
COc1ccc(NS(=O)(=O)c2cccc(C(=O)NCc3ccccn3)c2)cc1 across the screens: -6 | -4 | 9 | 97 | 12 | 8 | -5 | -2 | -4.0 | 4
CCN(CC)S(=O)(=O)c1ccc(NC(=O)c2ccc(N3CCCC3=O)cc2)cc1 across the screens: -6 | -3 | 8 | 94 | -2 | 2 | -4 | 1 | 0.2 | 16
COC(=O)/N=C/c1c(NCc2ccccc2)nc2c(C)cccn2c1=O across the screens: -6 | -2 | 6 | 102 | 3 | 1 | 0 | -1 | -2.6 | 0

Bioassay records (PubChem BioAssay)
